Source: PubChem
LYP phosphatase: LYP phosphatase inhibitors, primary screen, biochemical, DiFMUP fluorescence, recombinant catalytic domain, 10 µM (AID 606); recombinant LYP catalytic domain, DiFMUP fluorescence; higher % means a stronger effect; inhibition, % at 10 µM, or IC50 in µM where a hit was titrated; 52,000 tested, under 10 active;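 active = IC50 under 40 µM in the dose-response test; inactive = IC50 of 40 µM or more, or never dose-tested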
HT1080 viability: cytotoxicity in HT1080 fibrosarcoma cells, cell-based, fluorescence readout (AID 620) | cytotoxicity, % at 10 µM, or EC50 in µM where a hit was titrated | 87,000 compounds, 0.42% hits | HT1080 viability, fluorescence; higher % means a stronger effect;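 note: cells exposed to compound overnight then 4 h with Alamar Blue; 0% = vehicle DMSO and 100% = killing control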
Spn MK inh: S. pneumoniae MK inhibitors, primary screen, biochemical, PK/LDH-coupled NADH absorbance | purified MK, PK/LDH-coupled NADH absorbance 340 nm | inhibition, % at 10 µM | 65,000 compounds, 0.48% hits | AID 555, 2006;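 active = ranked among the strongest by inhibition in the single 10 µM screen, a fixed top-ranked set picked for dose follow-up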; note: no value below 0 was filed
HPDE-C7 cytotoxicity: cytotoxicity in HPDE-C7 cells, cell-based, fluorescence, HTS (AID 430); 63,000 compounds, 1.8% hits; cytotoxicity, % at 10 µM; hits with a dose series show EC50 in µM; HPDE-C7 pancreatic duct cells viability, fluorescence; higher % means a stronger effect;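 note: cells exposed to compound for 48 hours before viability readout; 0% = vehicle and 100% = reference cytotoxic drug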
TNAP inhibition: human TNAP enzyme inhibitors, biochemical, luminescent (AID 518); Alkaline phosphatase, tissue-nonspecific isozyme (Homo sapiens); purified TNAP enzyme, luminescent substrate readout; higher % means a stronger effect; inhibition, % at 20 µM; hits with a dose series show IC50 in µM; 64,000 compounds, 0.09% hits; in the data active = a potency from the dose series; inactive = the rest, 99 in 100 with inhibition below about 22%;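 note: plate controls were vehicle for no effect and reference inhibitor for full effect; many of its hits are not listed in these tables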
HPDE-C7K KRASV12: cytotoxicity in KRAS-transformed pancreatic duct cells, primary screen, cell-based, fluorescence, HTS (AID 431) | HPDE-C7K KRASV12 cells, Alamar Blue viability, 48 h; higher % means a stronger effect | one-dose cytotoxicity, % at 10 µM; EC50 in µM for titrated hits | 63,000 compounds, 1.7% hits;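 active = compounds whose percent cytotoxicity in the single-dose primary screen, scaled between solvent and toxic-drug controls, exceeds 50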;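 note: 0% = DMSO solvent wells and 100% = doxorubicin-treated wells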
DPM-DC inhibit: S. pneumoniae DPM-DC inhibitors, primary screen, biochemical, PK/LDH-coupled NADH fluorescence; purified DPM-DC; calls only at 10 µM; 65,000 compounds, 0.49% hits; AID 556, 2006;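 active = the 320 compounds with the highest percent inhibition in the single-dose primary screen, excluding strongly autofluorescent ones, cut at about 32% in these data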;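 note: kinetic rate of NADH fluorescence loss reporting ADP formed by the decarboxylase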
Spn PMK inh: S. pneumoniae PMK inhibitors, primary screen, biochemical, mevalonate pathway, pilot trial included | phosphomevalonate kinase (Streptococcus pneumoniae D39) | purified PMK, PK/LDH-coupled NADH absorbance 340 nm | inhibition, % at 10 µM | 65,000 compounds, 0.49% hits;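 active = top-ranked compounds by inhibition in the single 10 µM screen, taking a fixed number of the strongest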;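 note: 0% = full reaction with DMSO carrier and 100% = background rate without enzyme reaction; no value below 0 was filed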
Bfl-1 inhibitors: Bfl-1 inhibitors, primary screen, biochemical, fluorescence polarization, FITC-Bid, mouse (AID 432); FITC-Bid BH3 peptide fluorescence polarization displacement; higher % means a stronger effect; displacement, % at 20 µM; hits with a dose series show IC50 in µM; 64,000 compounds, 0.02% hits; in the data active = a potency from the dose series; inactive = the rest, 99 in 100 with displacement below about 15%; note: strong numbers were not always called active
Spn PMK inh pilot replicates: further read-out of Spn PMK inh, marked with its call; inhibition, %; measured here: pilot screen replicates
Spn MK inh pilot replicates: further read-out of Spn MK inh, marked with its call; inhibition, %; measured here: pilot screen replicates
DPM-DC inhibit pilot screen %: second read-out of DPM-DC inhibit, no call of its own (marks repeat the call); inhibition, %; measured here: pilot screen trials
An asterisk follows results filed as active; i = inactive; . = not tested or not shown. Cut-off read from the data, not from the text of the source, unless noted: active = cytotoxicity above about 50%; inactive = the rest.

SMILES	LYP phosphatase	HT1080 viability	Spn MK inh	HPDE-C7 cytotoxicity	TNAP inhibition	HPDE-C7K KRASV12	DPM-DC inhibit	Spn PMK inh	Bfl-1 inhibitors	others
COc1ccc(CN2CC(C(=O)NCCCOC(C)C)CC2=O)cc1 (stereo unspecified)	.	-4%	0	-5%	13%	0%	i	13	-1%	Spn PMK inh pilot replicates=0.0;Spn MK inh pilot replicates=0.0;DPM-DC inhibit pilot screen %=0.0
CC(=O)Nc1cnn(Cc2ccc(Br)cc2)c1	.	5%	3	2%	1%	5%	i	7	-5%
CCOC(=O)N1CCC(N2C(=O)c3ccc(C(=O)NCc4ccco4)cc3C2=O)CC1	4%	1%	1	-14%	6%	11%	i	6	3%	Spn PMK inh pilot replicates=5.5;Spn MK inh pilot replicates=0.0;DPM-DC inhibit pilot screen %=0.0
COc1cc(OC)cc(C(=O)NC2CC3CCC(C2)N3Cc2ccco2)c1 (stereo unspecified)	.	14%	13	7%	8%	6%	i	15	-4%
CCCN(CCC)CCNc1c(N2CCN(C(=O)OCC)CC2)c(=O)c1=O	5%	19%	1	-1%	2%	-5%	i	12	4%
c1csc(C(c2nnnn2C2CCCC2)N2CCOCC2)c1 (stereo unspecified)	-2%	26%	4	-8%	3%	-2%	i	11	-6%
COc1ccc(CCNc2ncnc3[nH]ncc23)cc1OC	12%	-5%	1	-10%	-35%	-6%	i	16	6%
COc1ccc(-n2c(SCC#N)nnc2-c2cccnc2)cc1	.	-17%	8	-8%	0%	-23%	i	4	5%
CCN(CC)CCCN1C(=O)C(=O)/C(=C(/O)c2ccc(OC)cc2)C1c1ccco1 (stereo unspecified)	4%	1%	1	6%	3%	1%	i	5	4%
Cc1ccc(-c2csc(=S)n2CC(=O)OCC(=O)NCc2ccco2)cc1	4%	-7%	0	-4%	10%	2%	i	9	6%
O=C(NCc1cccs1)c1ccc(N2CCCCC2)nc1	6%	2%	15	-14%	5%	-2%	i	0	-1%
O=C(NC1CCCC1)c1cnc2n(c1=O)CCS2	15%	-4%	1	-10%	12%	1%	i	0	3%
O=C(NCC(=O)N(CCN1CCOCC1)C(C(=O)NC1CCCC1)c1cccs1)c1ccco1 (stereo unspecified)	14%	-3%	8	-1%	9%	-1%	i	15	-10%
COc1ccc(OC)c(C2NC(=O)NC(C)=C2C(=O)Nc2ccc(C)cc2)c1 (stereo unspecified)	5%	-4%	0	-4%	0%	-10%	i	0	0%
COc1cc(C(=O)n2nc(C)cc2C)cc(OC)c1OC	.	-3%	8	.	10%	.	i	10	-3%
Cc1cc(C(F)F)n2ncc(C(=O)NCc3ccccc3)c2n1	.	2%	8	-22%	8%	-6%	i	6	-3%
CCC1CCCCN1CCNC(=O)C1CCN(S(=O)(=O)c2c(C)noc2C)CC1 (stereo unspecified)	-2%	.	0	-14%	0%	-7%	i	13	-6%
CCOC(=O)N1CCN(c2c(NCCc3ccc(OC)c(OC)c3)c(=O)c2=O)CC1	10%	-11%	10	8%	6%	5%	i	0	1%
CN1CCN(C2=C(Cl)C(=O)N(c3ccc(Cl)cc3)C2=O)CC1	-25%	-2%	10	.	5%	.	i	15	49%
Cc1cccc(C)c1NC(=O)N1CCC(c2nc3ccccc3o2)CC1	-5%	-6%	0	-10%	2%	-12%	i	1	-1%

Not a retest: two of the compounds above.
SMILES	LYP phosphatase	HT1080 viability	Spn MK inh	HPDE-C7 cytotoxicity	TNAP inhibition	HPDE-C7K KRASV12	DPM-DC inhibit	Spn PMK inh	Bfl-1 inhibitors	others
CN1CCN(C2=C(Cl)C(=O)N(c3ccc(Cl)cc3)C2=O)CC1	-25%	-2%	10	.	5%	.	i	15	49%
Cc1cccc(C)c1NC(=O)N1CCC(c2nc3ccccc3o2)CC1	-5%	-6%	0	-10%	2%	-12%	i	1	-1%

Going on with the list.
SMILES	LYP phosphatase	HT1080 viability	Spn MK inh	HPDE-C7 cytotoxicity	TNAP inhibition	HPDE-C7K KRASV12	DPM-DC inhibit	Spn PMK inh	Bfl-1 inhibitors	others
CCOc1ccc(C2C(C#N)=C(N)SC(N)=C2C#N)cc1OC	4%	5%	9	10%	10%	15%	i	0	-8%
CCOC(=O)N1CCN(S(=O)(=O)c2cc(C)c(C)cc2C)CC1	8%	4%	0	1%	7%	5%	i	15	-4%	Spn PMK inh pilot replicates=1.0;Spn MK inh pilot replicates=0.5;DPM-DC inhibit pilot screen %=0.0
O=C(Nc1ccon1)c1cccc(S(=O)(=O)N2CCCC2)c1	1%	2%	7	-18%	4%	-14%	i	2	-6%	Spn PMK inh pilot replicates=0.0;Spn MK inh pilot replicates=0.0;DPM-DC inhibit pilot screen %=1.0
COCCn1c(SCC(=O)Nc2ccccc2)nc2c1c(=O)[nH]c(=O)n2C	7%	1%	8	-16%	9%	-3%	i	7	-6%
O=C(O)CC(NC(=O)c1ccccc1NC(=O)c1ccccc1)C(=O)O (stereo unspecified)	2%	6%	5	-5%	12%	-2%	i	6	-11%	Spn PMK inh pilot replicates=0.0;Spn MK inh pilot replicates=7.0;DPM-DC inhibit pilot screen %=4.0
CCC(=O)c1cc(F)c(N2CCN(S(=O)(=O)c3ccccc3)CC2)cc1C	.	.	5	-7%	9%	5%	i	1	6%
N#CCCS(=O)(=O)c1nnnn1-c1ccccc1	15%	8%	0	65%*	6%	68%*	i	15	11%
CCOc1ccc(NC(=O)C2CC(=O)N(CC)C(=Nc3ccc4c(c3)OCO4)S2)cc1 (stereo unspecified)	1%	3%	2	1%	16%	-5%	i	9	-6%	Spn PMK inh pilot replicates=2.0;Spn MK inh pilot replicates=0.0;DPM-DC inhibit pilot screen %=3.0
Cc1ccc(Nc2nc(N)nc(CSc3nccn3C)n2)c(C)c1	8%	2%	6	7%	9%	8%	i	6	-8%
O=C(Nc1cccc2c1CCCC2)C1CCCN(S(=O)(=O)c2cccc3nonc23)C1 (stereo unspecified)	12%	.	33	-16%	-4%	-20%	i	16	-26%
COC(=O)N1CCN(c2ccc(C(C)=O)cc2)CC1	-4%	-4%	9	-3%	2%	0%	i	4	-2%
Cc1cc(C)cc(N(C(=O)CNC(=O)c2ccco2)C(C(=O)NC2CCCC2)c2cccnc2)c1 (stereo unspecified)	8%	-4%	17	-1%	3%	3%	i	16	-7%
CCOC(=O)/C(C(N)=NC(C)C)=C(\O)c1ccccc1	17%	-11%	5	-1%	8%	-1%	i	2	0%
O=C1Nc2ccccc2C12OCCCO2	-1%	12%	0	6%	5%	6%	i	18	4%
COc1ccc(CCNC(=O)c2nnc(Cc3c(F)cccc3Cl)o2)cc1OC	.	9%	4	-17%	15%	-23%	i	10	1%
Cc1[nH]c(=O)[nH]c(=O)c1S(=O)(=O)N1CCC(C(=O)N2CCN(Cc3ccccc3)CC2)CC1	4%	.	5	-15%	5%	-1%	i	17	1%
C=CCN=c1sc(C(=O)OC)cc(=O)n1CC=C	3%	5%	0	-8%	7%	-7%	i	10	-3%
Cc1ccc(NC(=O)CCc2c(C)nc3ncnn3c2C)nc1	13%	9%	1	-11%	4%	-1%	i	6	0%
CCN(CC)C(=O)c1csc(Nc2ccc(C)cc2)n1	-9%	-4%	0	-17%	-8%	-18%	i	8	11%
O=C(Nc1ccccc1N1CCN(C(=O)c2ccccc2)CC1)c1cc2ccccc2o1	2%	0%	1	-8%	0%	-7%	i	0	1%
O=C(Cn1c(=O)oc2cc(S(=O)(=O)N3CCOCC3)ccc21)N1CCc2ccccc2C1	-5%	2%	11	-4%	3%	0%	i	17	1%
COC(=O)c1[nH]c2cc(OC)ccc2c1NC(=O)CCN1CCCC(C)(C)C1	8%	-1%	2	1%	14%	7%	i	6	2%
Cc1c(NC(=O)COC(=O)C2CC3C=CC2C3)c(=O)n(-c2ccccc2)n1C (stereo unspecified)	1%	4%	2	3%	2%	-2%	i	10	-3%
O=C(CCN1C(=O)COc2ccccc21)N1CCN(c2ccccn2)CC1	8%	26%	2	1%	14%	5%	i	20	-5%	Spn PMK inh pilot replicates=2.5;Spn MK inh pilot replicates=0.0;DPM-DC inhibit pilot screen %=0.0
O=C(NCc1ccoc1)c1ccc(NC(=O)c2ccccc2Cl)cc1	16%	9%	2	-13%	4%	-13%	i	7	7%
Cc1ccccc1OCc1nc2ccccc2c(=O)n1/N=C/c1ccco1	9%	-4%	2	-1%	8%	0%	i	6	-5%	Spn PMK inh pilot replicates=2.0;Spn MK inh pilot replicates=0.0;DPM-DC inhibit pilot screen %=0.5
CCn1c(Cc2ccccc2)nnc1SCC(=O)Nc1ccccc1	-2%	-3%	3	.	2%	.	i	6	0%
COc1ccc(/C=N/O)cc1COc1ccc(NC(C)=O)cc1	.	12%	5	-6%	7%	10%	i	11	-2%	Spn PMK inh pilot replicates=1.5;Spn MK inh pilot replicates=2.5;DPM-DC inhibit pilot screen %=4.0
Cc1ccccc1OCc1nnc2n1CC(C)S2 (stereo unspecified)	6%	.	8	5%	16%	10%	i	11	-2%	Spn PMK inh pilot replicates=1.5;Spn MK inh pilot replicates=1.0;DPM-DC inhibit pilot screen %=1.5
COc1cc(S(=O)(=O)N2CCN(Cc3ccc4c(c3)OCO4)CC2)c(C)cc1C	3%	.	3	-9%	10%	-8%	i	0	-3%
Fc1ccc(-c2nnc(Cc3nnc(-c4ccc(F)cc4)o3)o2)cc1	16%	5%	0	-15%	-2%	-13%	i	0	-1%
COc1ccccc1NC(=O)Cc1nn(C)c(=O)c2ccccc12	1%	-1%	11	13%	-1%	6%	i	7	-8%
Cc1ccc2c(c1)NCCO2	2%	-6%	6	5%	6%	0%	i	14	1%
Cc1ccc(-c2c3c(=O)n(C)c(=O)n(C)c3cn2CCCN2CCOCC2)cc1	10%	7%	6	-3%	6%	6%	i	1	-4%	Spn PMK inh pilot replicates=4.5;Spn MK inh pilot replicates=2.5;DPM-DC inhibit pilot screen %=5.5
O=C(O)COc1ccccc1C1C2C(=O)N(c3ccccc3)C(=O)C2ON1c1ccccc1 (stereo unspecified)	-38%	-2%	6	-4%	10%	-6%	i	13	0%
COc1ccc(S(=O)(=O)N(C)CC(=O)Nc2ccc(F)cc2)cc1	4%	3%	7	6%	11%	1%	i	0	-7%
CCOc1ccc2[nH]c(=O)c(CN(CCCO)C(C)=O)cc2c1	.	-19%	0	-4%	10%	-4%	.	20	-4%
Cn1c(SCC(=O)Nc2cccc(NC(=O)c3cccs3)c2)nnc1-c1ccncc1	8%	2%	3	-1%	1%	3%	i	13	-3%
CC(O)C(=O)NCCOCCOCCNC(=O)C(C)O (stereo unspecified)	11%	-1%	0	-6%	10%	-6%	i	21	0%
COC(=O)c1ccc(Oc2nc(Nc3ccc(F)cc3)nc(N3CCCC3)n2)cc1	.	16%	11	26%	6%	8%	i	4	-2%
Cc1c(C)n(C(=O)CN2CCN(c3ccccn3)CC2)c2ccccc12	.	-2%	3	14%	13%	11%	i	0	3%	Spn PMK inh pilot replicates=0.0;Spn MK inh pilot replicates=3.0;DPM-DC inhibit pilot screen %=2.5
